Pol eta inh: qHTS for Inhibitors of Polymerase Eta. recombinant Pol eta, fluorescent DNA replication assay. AID 588591, 2011. 1.2% of 390,000 active. Potency, µM (doses to about 114 µM), without a hit: at the highest dose activity change, negative = inhibition, hits mostly inhibitors; also: potency is read from the fitted curve at half-maximal effect; % is scaled to controls: 0 for no effect and ±100 for the full control effect
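Fluorescent replication assay: 50 nM final substrate added after a 15 min room-temperature compound preincubation with 10 nM enzyme. Signal taken at 0 min and again at 10 min.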
BLM inh: qHTS Assay for Inhibitors of Bloom's syndrome helicase (BLM). recombinant BLM DNA unwinding, fluorescence dequenching. RecQ-like DNA helicase BLM (Homo sapiens), P54132. AID 2528, 2010. Potency, µM (series often up to 56.1 µM), for the others: top-dose activity change, negative = inhibition, hits mostly inhibitors. 0.2% of 350,000 active;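 also: potency is read from the fitted curve at half-maximal effect; plate controls were vehicle for no effect and no enzyme for full effect; nearly all actives have a fitted effect of over 35% in size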
Apoferritin bind: qHTS Assay for Identification of Novel General Anesthetics. Ferritin light chain (Equus caballus), P02791. 0.074% of 350,000 active. AID 485281, 2010. apoferritin/1-aminoanthracene competitive binding, fluorescence. Potency, µM (titrated, usually from 77.5 µM), inactives show at the highest dose activity change, negative = displacement, usual class: inhibitors; also: potency is read from the fitted curve at half-maximal effect; % is scaled to controls: 0 for no effect and ±100 for the full control effect; nearly all actives have a fitted effect of over 20% in size
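Steps: apoferritin (10 uM) was premixed with half-saturated 1-AMA in PBS, compounds were pin-transferred, plates stood 10 min at room temperature, fluorescence was read at 380/535 nm, and curves were fitted with a Hill equation.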
Pol beta inh: qHTS Assay for Inhibitors of DNA Polymerase Beta | Pol beta primer extension/strand displacement, fluorescence kinetic | AID 485314, 2010 | P06746 | 1.3% of 340,000 active | Potency, µM (highest dose often 114 µM), inactives show top-dose activity change, negative = inhibition, hits mostly inhibitors; also: potency is read from the fitted curve at half-maximal effect; % is scaled to controls: 0 for no effect and ±100 for the full control effect
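Human Pol beta at 10 nM; strand-displacement substrate 50 nM final. Compound exposure 15 min at room temperature before start, reaction 10 min at room temperature.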
PGK inhibitor: qHTS Assay to Find Inhibitors of Phosphoglycerate Kinase. AID 602233, 2012. 0.043% of 380,000 active. Phosphoglycerate kinase, glycosomal (Trypanosoma brucei brucei), P07378. Potency, µM (top dose mostly 57.5 µM), inactives show top-dose activity change, negative = inhibition, most hits filed as inhibitors. PGK/GAPDH coupled, Kinase-Glo luminescence, 60 min; also: potency is read from the fitted curve at half-maximal effect; % is scaled to controls: 0 for no effect and ±100 for the full control effect; nearly all actives have a fitted effect of over 60% in size
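Recombinant glycosomal PGK reaction used 1,3-bisphosphoglycerate generated in-well by GAPDH (100nM final) in 100mM TEA pH 7.6, 5mM MgCl2, 0.01% Tween-20. After 60 minutes at room temperature, ATP was read by Kinase-Glo Plus luminescence end-point.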
POLI inh: qHTS for Inhibitors of Polymerase Iota | DNA polymerase iota (Homo sapiens), Q9UNA4 | Pol iota fluorescent replication assay, 10 min | Potency, µM (top dose mostly 115 µM), for inactives: at the top dose activity, negative = inhibition, usual class: inhibitors | 1% of 390,000 active; also: potency is read from the fitted curve at half-maximal effect
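Pol iota at 10 nM preincubated 15 min with compounds at room temperature; reaction started with fluorescent substrate, 50 nM final. Fluorescence read kinetically at 0 and 10 min; buffer-only wells as negative control.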
Pol kappa inh: qHTS for Inhibitors of Polymerase Kappa | purified Pol kappa, fluorescent DNA synthesis assay, 10 min | 0.53% of 400,000 active | AID 588579, 2011 | DNA polymerase kappa (Homo sapiens), Q9UBT6 | Potency, µM (top dose mostly 107 µM), for inactives: top-dose activity, negative = inhibition, hits mostly inhibitors; also: potency is read from the fitted curve at half-maximal effect; % is scaled to controls: 0 for no effect and ±100 for the full control effect
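10 nM Pol kappa preincubated 15 min at room temperature with compounds, then reaction started with substrate at 50 nM final. Fluorescence read kinetically at 0 and 10 min; buffer-only wells served as negative control.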
APEX1 inh: qHTS Assay for Inhibitors of the Human Apurinic/apyrimidinic Endonuclease 1 (APE1). recombinant APE1, TAMRA/BHQ-2 abasic DNA cleavage fluorescence. Potency, µM (highest dose often 65.8 µM), without a hit: at the highest dose activity change, negative = inhibition, actives largely listed as inhibitors. 0.35% of 350,000 active. AID 2517, 2012;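 also: potency is read from the fitted curve at half-maximal effect; plate controls were vehicle for no effect and reference inhibitor for full effect; nearly all actives have a fitted effect of over 55% in size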
Target sequence (P27695 whole entry, looked up): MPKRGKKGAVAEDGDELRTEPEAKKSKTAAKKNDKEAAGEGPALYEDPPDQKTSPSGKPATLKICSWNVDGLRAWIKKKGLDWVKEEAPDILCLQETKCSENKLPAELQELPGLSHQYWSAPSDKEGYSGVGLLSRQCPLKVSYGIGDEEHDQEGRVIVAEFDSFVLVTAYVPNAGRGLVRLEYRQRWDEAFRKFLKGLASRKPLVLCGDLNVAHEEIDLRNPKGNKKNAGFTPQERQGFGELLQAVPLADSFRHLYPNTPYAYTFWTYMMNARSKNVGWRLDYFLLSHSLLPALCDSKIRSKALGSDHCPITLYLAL
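Activity was derived from the fluorescence gain between first and third kinetic reads (60 s intervals, ex 525/em 598 nm) after 50 nM THF-abasic TAMRA/BHQ-2 duplex was added to 0.75 nM APE1 preincubated 15 min with compound.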
RXFP1 antag: qHTS Assay for Antagonists of the Relaxin Receptor RXFP1 | Relaxin receptor 1 (Homo sapiens), Q9HBX9 | HEK293-RXFP1, relaxin-stimulated cAMP HTRF, 30 min; stronger effect = lower value | activity change, negative = inhibition, % at 57.5 µM | 0.59% of 350,000 active;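 active = activity change of -60% or lower, but not beyond a set lower limit; inconclusive = change between -60% and -40%, or beyond the set limit; inactive = change above -40%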; also: % is scaled to controls: 0 for no effect and ±100 for the full control effect
Target sequence (Q9HBX9 whole entry, looked up): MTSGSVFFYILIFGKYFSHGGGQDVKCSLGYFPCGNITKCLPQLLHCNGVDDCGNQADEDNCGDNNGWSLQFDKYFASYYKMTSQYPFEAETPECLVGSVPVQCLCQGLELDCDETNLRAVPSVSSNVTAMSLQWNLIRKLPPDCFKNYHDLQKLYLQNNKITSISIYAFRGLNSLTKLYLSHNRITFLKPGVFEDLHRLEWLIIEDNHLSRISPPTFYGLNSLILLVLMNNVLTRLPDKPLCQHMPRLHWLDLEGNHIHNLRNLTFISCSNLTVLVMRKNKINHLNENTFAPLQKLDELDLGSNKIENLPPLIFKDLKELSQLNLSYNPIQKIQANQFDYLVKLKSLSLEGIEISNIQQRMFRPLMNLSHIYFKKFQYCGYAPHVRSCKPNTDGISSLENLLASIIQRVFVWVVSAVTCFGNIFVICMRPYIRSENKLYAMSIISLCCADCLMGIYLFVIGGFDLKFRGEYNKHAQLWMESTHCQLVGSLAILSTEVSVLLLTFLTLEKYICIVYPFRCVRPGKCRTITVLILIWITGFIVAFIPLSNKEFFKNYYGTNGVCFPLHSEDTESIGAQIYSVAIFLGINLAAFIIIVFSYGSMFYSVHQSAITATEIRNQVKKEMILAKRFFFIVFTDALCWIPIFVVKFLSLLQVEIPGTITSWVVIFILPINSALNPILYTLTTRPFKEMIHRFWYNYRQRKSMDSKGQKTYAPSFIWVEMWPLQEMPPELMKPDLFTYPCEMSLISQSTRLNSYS
Starred values were filed as active, the others as inactive; i = inactive; u = inconclusive; x = no result given; & = joins results of further samples; [ ] = remark or other dose. Unless noted, calls follow the shape of the dose curve; as a rule, active = well fitted curve in the direction sought with a large enough effect; inconclusive = small, poorly fitted or top-dose-only effect, or another doubt; inactive = no such curve, though single readings can be large; an effect the other way counts as inactive or inconclusive. Some of the compounds tested (hit frequency here may not be typical).

cpd | Pol eta inh | BLM inh | Apoferritin bind | Pol beta inh | SMILES | PGK inhibitor | POLI inh | Pol kappa inh | APEX1 inh | RXFP1 antag
1 | -6.4% | -4.0% | 2.7% | -0.7% | Cc1ccc(NC(=O)c2c(NC(=O)c3ccccc3Cl)sc3c2CCC3)cc1 | -0.1% | -112.2% | -25.4% | x | x
2 | -14.5% | -6.9% | u | 3.4% | COc1ccc2c(-c3ccccc3)cc(SCC(=O)N(C)C)nc2c1 | -1.1% | 142.1%[activator] | -9.5% | -3.5% | u
3 | -7.9% | 1.2% | -9.2% | 1.9% | CN1CCN(c2ccccc2NC(=O)c2ccc([N+](=O)[O-])cc2Cl)CC1 | i | 28.6% | -1.3% | 3.3% | 13.9
4 | -13.6% | 0.6% | -8.5% | 3.9%[57.1 µM] | COc1ccc(C(=O)Nc2sc(C)c(C)c2CN2CC(C)OC(C)C2)cc1 (stereo not given) | 7.3% | 138.5%[activator] | -4.6% | -1.8% | -7.8
5 | 12.3% | -1.7% | -16.2% | 45.5% | CCOc1ccc(S(=O)(=O)NCc2ccco2)cc1 | -5.7% | 2.1% | -4.7% | 0.5% | 0.6
6 | -6.3% | 2.0% | -14.7% | 1.5% | COCCSc1nnc(-c2cccc(C#N)c2)n1C | 2.7% | -13.1%[58.9 µM] | -25.4% | -1.3% | -9.3
7 | 4.3% | -3.4% | -9.2% | 24.2% | COC(=O)c1cccc(Nc2c(-c3cc(Br)ccc3O)nc3nc[nH]n23)c1 | -8.3% | -2.8% | -1.0%[60.1 µM] | x | -21.4
8 | -17.2% | 0.6% | -7.2% | 4.3% | CN(C)S(=O)(=O)N1CCC(Oc2ccc(C(=O)N3C[C@H]4CC[C@H]3C4)cc2)CC1 | i | 4.6% | -2.1% | 60.5% | -34.2
9 | -9.8% | 0.9% | -5.7% | 44.0% | C/C(N)=C(\C#N)C(=O)NCc1ccccn1 | -6.2% | 7.8% | -12.3% | -7.7% | 3.4
10 | 2.9% | x | x | x | CCc1ccc(C(=O)NNC(=O)CCc2nc3ccccc3c(=O)[nH]2)cc1 | -1.7% | 24.4% | 0.9% | 1.4% | -5.4
11 | -13.9% | -3.6% | u | 0.9% | CCOC(=O)C1CCCCN1Cc1cc(Cl)ccc1O (stereo not given) | -1.9% | 1.1% | -7.6% | 1.9% | 4.1
12 | -16.9% | 0.6% | -6.9% | 1.4% | CC(C)C(=O)NNC(=O)CSc1nc(C2CCCCC2)nc2ccccc12 | 0.0% | 2.6% | -1.0% | -2.4% | -9.8
13 | -9.1% | -2.0% | -12.6% | -4.2% | Cc1cc(C)c2c(c1)c(C)cc1nnc(SCC(=O)c3cccs3)n12 | -4.3% | 12.8% | -19.2% | u | 4.9
14 | -6.0% | x | x | x | O=C(COC(=O)C1CCC1)Nc1ccc(Cl)cn1 | -2.3% | -7.5% | -21.1% | 16.4% | 0.3
15 | -10.2% | -5.0% | -5.6% | 8.2% | O=C(O)/C(=C1/OC(=O)c2ccccc21)c1ccccc1 | -2.8% | 8.0% | -3.2% | -1.9% | 3.2
16 | -3.5% | 1.1% | -5.0% | 11.0% | COCCNC(=O)/C(C#N)=C/c1ccc(C(=O)O)cc1 | -1.7% | u | -24.0% | 4.3% | -3.0
17 | -15.2% | -1.9% | u | 10.6% | COC(C(=O)Nc1ccccc1F)c1ccccc1 (stereo not given) | i | 6.8% | -1.7% | 10.0% | -8.3
18 | -11.9% | -0.6% | 1.3% | -0.3% | CCOC(=O)c1ccc(-c2ccc(/C=C(\C#N)C(=O)Nc3ccc(C)cc3OC)o2)cc1 | -3.9% | 4.6% | 11.2% | x | -14.4
19 | -4.0% | x | x | x | O=S(=O)(c1ccc(F)cc1)N1CCN(C(=S)NCC2CCCO2)CC1 (stereo not given) | 6.1% | 21.0% | -7.7% | -1.6% | -3.5
20 | -10.6% | -0.8% | -4.4% | 4.0% | COC(=O)CC1c2cc(OC)c(OC)cc2CCN1C(=O)Nc1ccc(C)cc1Cl (stereo not given) | -0.5% | 1.7% | 5.4%[60.1 µM] | x | 3.7
21 | -4.6% | -3.0% | u | 15.3% | C/C(=C\C(=O)c1ccccc1)NCc1ccc(F)cc1 | 1.5% | 1.9% | -19.6% | -13.6% | -2.2
22 | -4.2% | x | x | x | Cc1cc(NC(=O)COC(=O)C2CC2)ccc1Br | 6.9% | -0.3% | -8.4% | -2.3% | 1.7
23 | -1.8% | 1.9% | 4.2% | -18.0% | CC(=O)Nc1ccc(C(=O)NCCc2ccccc2)cc1 | -3.6% | 1.9% | -8.9% | 2.6% | 21.5
24 | -13.4% | -3.5% | 4.4% | 0.0% | COc1ccc(Nc2nc(Cl)nc(Nc3ccc(OC)cc3)n2)cc1 | -7.6% | 74.7%[activator] | -11.1% | 6.8% | -12.2
25 | -6.0% | -17.7% | u | 4.8% | CCOc1cc(/C=N/NC(=O)CNc2ccc(C)cc2)ccc1OC(=O)c1ccccc1 | -0.8% | 19.3% | -7.1% | -3.3% | -22.9
26 | -11.4% | -7.9% | -22.0% | 2.7% | O=C(/C=C/c1ccccc1Cl)Nc1cccc(O)c1 | -10.2% | -6.2% | -2.2% | -3.4% | 1.6
27 | -0.4% | -0.7% | -2.2% | 25.0% | O=C(O)CCCCCNC(=O)Cn1nnc2ccccc2c1=O | 2.3% | -12.9% | -10.5% | 4.5% | 14.6
28 | 4.9% | -3.4% | -19.0% | 23.5% | C=CCc1c(C)nc(-c2ccccc2)nc1N/N=C/c1ccncc1 | -11.2% | 26.4% | -12.4% | 11.3% | -2.2
29 | -16.0% | -1.9% | -21.5% | -0.3% | COc1ccc(N2CCN(c3ccc(N4C(=O)COCC4=O)cc3[N+](=O)[O-])CC2)cc1 | -6.8% | 1.0% | -2.5% | 2.6% | -10.3
30 | -17.5% | -2.0% | -6.3% | 5.1% | COc1ccccc1NC(=O)n1ncc2c(C)cccc21 | -5.3% | 47.3%[activator] | -2.3% | x | 3.7

Record cards, as listed above. Order of screens: Pol eta inh, BLM inh, Apoferritin bind, Pol beta inh, PGK inhibitor, POLI inh, Pol kappa inh, APEX1 inh, RXFP1 antag
Listed for C/C(=C\C(=O)c1ccccc1)NCc1ccc(F)cc1 → -4.6%, -3.0%, u, 15.3%, 1.5%, 1.9%, -19.6%, -13.6%, -2.2
Listed for COCCNC(=O)/C(C#N)=C/c1ccc(C(=O)O)cc1 → -3.5%, 1.1%, -5.0%, 11.0%, -1.7%, u, -24.0%, 4.3%, -3.0
Listed for CCOc1ccc(S(=O)(=O)NCc2ccco2)cc1 → 12.3%, -1.7%, -16.2%, 45.5%, -5.7%, 2.1%, -4.7%, 0.5%, 0.6

The list goes on:
cpd | Pol eta inh | BLM inh | Apoferritin bind | Pol beta inh | SMILES | PGK inhibitor | POLI inh | Pol kappa inh | APEX1 inh | RXFP1 antag
31 | -21.6% | -9.4% | -14.4% | 8.2% | CCCOc1ccc(CSc2nc3ccccc3[nH]2)cc1 | -10.1% | -11.1%[58.9 µM] | -7.7% | 0.2% | -24.6
32 | -2.3% | -6.6% | 4.2% | -15.3% | O=S(=O)(CCN1CCSCC1)c1ccccc1 | 1.4% | 3.0%[58.9 µM] | -14.5% | -4.0% | 1.1
33 | -9.4% | -8.7% | 8.9% | 28.0% | Cc1ccc(Cl)cc1NC(=O)c1nnn(Cc2ccccc2)c1N | 5.5% | 2.8% | -7.2% | x | -6.1
34 | -11.2% | x | x | x | Cc1c(NC(=O)CSc2ncnc3c2cnn3-c2ccccc2)c(=O)n(-c2ccccc2)n1C | -2.9% | -7.5% | -3.7% | -4.1% | -17.6
35 | -6.0% | x | x | x | CN(CC(=O)Nc1cc(Cl)ccc1Cl)C1CCS(=O)(=O)C1 (stereo not given) | -2.0% | 34.8% | 13.7% | 11.1% | -5.7
36 | -11.0% | -4.6% | -0.3% | 6.1% | O=C(N/N=C/c1cccs1)c1cccnc1 | i | 27.7% | 10.8% | -0.2% | -12.8
37 | -26.0% | -16.5% | -5.6% | 4.1% | Cc1ccc(C2N(c3cccc(Cl)c3)C(=O)N3CCCN23)cc1 (stereo not given) | i | 5.5% | -20.4% | -4.7% | -7.8
38 | -16.2% | 1.7% | 36.6%[activator] | -2.5% | COc1ccccc1N(CC(=O)NC1CCCC1)C(=O)C1(C)CC(=O)N=C2C=CC(C)=CN21 (stereo not given) | -3.6% | 137.0%[activator] | -0.9% | 61.6%[activator] | 15.4
39 | 50.1µM* | -17.2% | -2.3% | 2.1% | CCOC(=O)c1ccccc1NC(=O)c1ccc2c(SCC(=O)O)c3c(nc2c1)CCCC3 | -18.0% | -11.1% | -13.3% | -23.0% | 9.1
40 | -18.1% | -5.6% | -22.6% | -11.3% | O=C(NNc1nc(-c2ccc(Br)cc2)cs1)c1ccco1 | 3.6% | 20.3% | -6.7% | 4.5% | -0.9
41 | -19.9% | -0.6% | -10.6% | 9.7% | Cc1onc(-c2ccccc2Cl)c1C(=O)O/N=C(\N)c1ccccc1 | -10.7% | 41.8%[activator] | 6.1% | 31.4% | 0.0
42 | -23.2% | -3.6% | 7.9% | 18.8% | C[C@H]1CCC(=O)N([C@H](CSc2ccccc2)Cc2ccccc2)CC1 | -1.0% | u | -15.4%&-24.9% | 4.1% | x
43 | x | -5.8% | 10.4% | 3.4% | Cc1ccc2[nH]c3c(c2c1)CN(C(=O)CN1CCN(c2ccccc2F)CC1)CC3 | x | x | x | -1.1% | x
44 | -4.4% | 2.9% | -10.4% | -0.4% | COc1cccc(CNC(=O)CSc2nc(=O)[nH]c3c2CCCC3)c1 | 9.1% | 35.5%[activator] | -1.9%[60.1 µM] | x | -2.3
45 | -6.5% | -10.9% | -20.9% | 25.1% | Cc1c2cnn(CC(=O)NCCCN3CCCCC3)c(=O)c2c(C)n1Cc1ccccc1 | -1.9% | 8.9% | -3.0% | -0.4% | 0.2
